Screening data: PubChem BioAssay, Sanford-Burnham Center for Chemical Genomics
Apaf-1 inh = inhibitors of human Apaf-1 apoptosome; O14727; reconstituted apoptosome caspase-3 activity, DEVD-Rh110 fluorescence; inhibition, % at 20 µM; 330,000 tested, 0.71% active; AID 489030; active means inhibition of at least 40% at 20 µM;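 further: plate controls were DMSO wells for no effect and DEVD-CHO caspase inhibitor wells for full effect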
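Medium: Hepes buffer, pH 7.5 / System: biochemical Apaf-1 apoptosome reconstitution / Measured by: Rh110 fluorescence, excitation 480 nm, emission 540 nm / Times: compound with Apaf-1, dATP, procaspase-3 30 min, then 50 min reaction, room temperature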
TIM10 inh = growth inhibitors of TIM10 yeast strain; inhibition, % at 10 µM; S. cerevisiae TIM10 strain growth, BacTiter-Glo luminescence, 24 h; AID 463195; 330,000 tested, 1.4% active;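 active means inhibition of 40% or more at the single tested concentration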;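 further: wild-type TIM10 isogenic control strain grown at permissive 25 °C; 0% = DMSO yeast wells and 100% = minimal medium wells without yeast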
mIAP inh = mouse IAP inhibition. 330,000 tested, 0.2% active. purified mouse IAP, CDP-Star luminescence, 30 min. inhibition, % at 10 µM. AID 2806;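 active means inhibition of at least 40% at 10 µM in the primary screen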;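 further: plate controls were DMSO with enzyme for no effect and no enzyme wells for full effect; values of inactives mirror those of a sister screen read the other way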
hIAP activ = increases human intestinal alkaline phosphatase activity; activation factor at 10 µM; 330,000 tested, 0.16% active; P09923; purified human IAP, CDP-Star luminescence, 30 min; stronger effect = higher value; 1 = vehicle-only enzyme, 0 = enzyme-free background;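 active means activation factor of the enzyme at least 2-fold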; further: the source names both 10 and 20 µM as test concentration; values of inactives mirror those of a sister screen read the other way
Target sequence (P09923 whole entry, looked up): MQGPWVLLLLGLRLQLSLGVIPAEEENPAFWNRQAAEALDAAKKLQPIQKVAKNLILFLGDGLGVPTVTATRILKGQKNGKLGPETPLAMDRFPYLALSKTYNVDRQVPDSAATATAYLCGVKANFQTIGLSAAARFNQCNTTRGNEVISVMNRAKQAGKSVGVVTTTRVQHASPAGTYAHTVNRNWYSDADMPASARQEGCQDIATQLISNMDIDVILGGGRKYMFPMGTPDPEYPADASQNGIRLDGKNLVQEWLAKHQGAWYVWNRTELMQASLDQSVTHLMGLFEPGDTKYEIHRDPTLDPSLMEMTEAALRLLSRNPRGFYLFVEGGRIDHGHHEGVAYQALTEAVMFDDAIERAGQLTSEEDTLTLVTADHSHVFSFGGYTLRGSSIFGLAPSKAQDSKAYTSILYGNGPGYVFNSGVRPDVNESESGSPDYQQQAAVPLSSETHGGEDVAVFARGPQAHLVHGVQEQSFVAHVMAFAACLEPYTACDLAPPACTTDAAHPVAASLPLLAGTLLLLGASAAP
ATG4B inh = inhibitors of human ATG4B cysteine protease; Q9Y4P1; ATG4B cleavage of LC3-PLA2, NBD-HPC fluorescence, 1 h; 340,000 tested, 0.51% active; inhibition, % at 8.33 µM; in the data active means inhibition above about 40%
Target sequence (Q9Y4P1 whole entry, looked up): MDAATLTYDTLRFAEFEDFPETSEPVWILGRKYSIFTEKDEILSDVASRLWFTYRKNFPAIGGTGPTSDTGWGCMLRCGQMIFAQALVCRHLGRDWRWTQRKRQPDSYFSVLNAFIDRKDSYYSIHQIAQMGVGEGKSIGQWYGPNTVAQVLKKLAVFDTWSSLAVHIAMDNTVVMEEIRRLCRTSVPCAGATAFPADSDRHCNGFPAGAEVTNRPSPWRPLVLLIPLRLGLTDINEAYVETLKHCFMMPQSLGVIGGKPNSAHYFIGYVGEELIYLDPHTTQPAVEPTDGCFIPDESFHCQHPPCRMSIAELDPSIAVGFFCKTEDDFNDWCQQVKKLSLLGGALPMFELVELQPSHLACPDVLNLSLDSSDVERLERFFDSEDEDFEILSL
NLRP3 yeast inh = inhibitors of NALP3 inflammasome in yeast | Yeast reconstituted NLRP3/ASC/caspase-1, beta-gal luminescence, 24 h | inhibition, % at 10 µM | 330,000 tested, 0.39% active;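 active means inhibition of 50% or more; inactive means inhibition below 50%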;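 further: plate controls were induced DMSO wells for no effect and uninduced yeast grown without galactose for full effect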
tim10-1 inh = growth inhibitors of tim10-1 mutant yeast | AID 463190 | inhibition, % at 20 µM | 330,000 tested, 2.2% active | S. cerevisiae tim10-1 ts strain growth, BacTiter-Glo, 24 h;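 active means inhibition of at least 40%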;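 further: mutant grown at 25 °C; 0% = DMSO wells with yeast and 100% = wells holding no yeast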
mIAP act = increases mouse intestinal alkaline phosphatase activity; muIAP, CDP-Star luminescence, 30 min; stronger effect = higher value; 1 = vehicle-only enzyme signal, 0 = enzyme-free wells; AID 2805; 330,000 tested, 0.24% active; activation factor at 10 µM;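 active means activation factor of at least 2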; further: the source names both 10 and 20 µM as test concentration; values of inactives mirror those of a sister screen read the other way
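Assay system: mouse IAP enzyme; Reagent: CDP-Star chemiluminescent phosphatase substrate; Compound: DMSO-dissolved test compounds; Incubation: 30 min, room temperature; Technique: luminescence from enzymatic CDP-Star hydrolysis; Controls: DMSO-only wells and no-enzyme negative control.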
hIAP inh = human IAP inhibition | P09923 | purified IAP, CDP-Star luminescence, 30 min | inhibition, % at 10 µM | 330,000 tested, 0.12% active;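 active means inhibition reaching a set limit with compound at 10 µM in the primary screen, cut at about 35% in these data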;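 further: plate controls were DMSO wells with enzyme for no effect and no-enzyme buffer wells for full effect; values of inactives mirror those of a sister screen read the other way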
* = called active by the depositor; . = no result given.

SMILES	Apaf-1 inh	TIM10 inh	mIAP inh	hIAP activ	ATG4B inh	NLRP3 yeast inh	tim10-1 inh	mIAP act	hIAP inh
COc1ccc(Sc2ccc(-c3nc4cnccn4c3NC3CCCCC3)cc2OC)cc1	34	12	-26	0.85	-4	17	13	1.3	15
COc1ccc(N(C(=O)CNC(=O)c2ccco2)C(C(=O)NC2CCCCC2)c2ccncc2)cc1 (centres undefined)	5	-1	-6	1	-1	8	-14	1.1	-2
COc1ccc(/C=N/n2c(-c3ccccc3)n[nH]c2=S)cc1	-3	32	7	1	2	33	14	0.93	-4
Cc1cccc(-c2nc(CSCC(=O)N3CCN(Cc4ccc5c(c4)OCO5)CC3)c(C)o2)c1	22	14	-23	1.1	-13	22	3	1.2	-5
CCC(C)NC(=O)CS(=O)Cc1nc(-c2cccc(OC)c2)oc1C (centres undefined)	-3	-8	3	0.98	-8	13	7	0.97	2
CN(C)CCCNC(=S)Nc1ccc(Oc2ccccc2)cc1	5	-5	-8	0.96	7	8	15	1.1	4
CCN(CC(=O)Nc1cc(Cl)ccc1C)C(=O)c1ccc2c(=O)n3c(nc2c1)CCC3	11	1	-2	0.92	2	2	-10	1	8
CC(NC(=O)CCNC(=O)c1ccccc1Cl)c1ccc(-n2ccnc2)cc1 (centres undefined)	12	-16	-3	1.1	-5	7	4	1	-5
CC(C)c1ccc(N)c(S(=O)(=O)O)c1	-21	5	-1	0.96	-6	-11	7	1	4
Cc1ccc(-n2ncc3c(NCCCn4ccnc4)ncnc32)c(C)c1	6	-19	-11	1	-9	7	-6	1.1	-2
O=C(CCS(=O)(=O)CCN1CCOCC1)NCNC(=O)CCS(=O)(=O)CCN1CCOCC1	0	4	4	0.9	6	6	-9	0.96	10
OCC1(Cc2ccccc2C(F)(F)F)CCN(Cc2cccc3cnccc23)CC1	7	-41	3	0.98	29	27	-13	0.97	2
COc1cc(NC(=O)c2ccc(COCC(F)(F)F)o2)cc(OC)c1OC	-2	12	-2	1	-8	0	11	1	-1
CCOC(=O)c1c(NC(=O)CC2SC(N)=NC2=O)sc(C)c1C (centres undefined)	-11	7	7	1.3	5	8	12	0.93	-34
Cc1ccccc1CS(=O)(=O)Cc1ccc(C(=O)NCc2cccnc2)o1	8	-9	0	1.1	16	1	6	1	-15
Cc1ccccc1OCC(=O)NNC(=O)CSc1nc(N)cc(N)n1	1	-11	21	1.4	-11	18	-12	0.79	-41
O=C1c2ccccc2-c2c1cccc2C(=O)N1CCN(C(=O)c2ccco2)CC1	12	14	12	1	-2	5	4	0.88	0
CCn1cc(C(=O)NCCCN(C)C)c(=O)c2cc(F)c(N3CCN(C)CC3)cc21	-6	8	3	0.93	-11	1	-3	0.97	7
COc1cccc(-n2c(Cc3cc(=O)[nH]c(=O)[nH]3)nnc2SCc2cccc(C(F)(F)F)c2)c1	-2	9	1	0.78	-10	2	15	0.99	22
CCN(CC(=O)Nc1ccc2c(c1)OCCO2)C(=O)c1cccc(OCC(C)C)c1	4	10	-6	0.8	3	15	16	1.1	20
CCC(C)[C@@H](N)C(=O)N/N=C/c1cccc2nccnc12 (some centres undefined)	0	9	-1	1.2	6	11	9	1	-17
CC(=O)NCCCC(=O)NN1C(=S)N(Cc2ccccc2)C(=O)C1CC(=O)Nc1cccc(C)c1 (centres undefined)	10	5	-1	1.2	-12	-3	6	1	-21
O=C(CNC1CCCCC1)NCC1(c2ccccc2)CCCC1	17	-6	-9	1	1	16	13	1.1	-3
CCc1ccccc1N(CC)C(=O)c1cn(CC)c(=O)c2cc(OC)c(OC)cc12	4	29	1	1	-11	7	29	0.99	-1
CCCCNC(=O)C(NS(=O)(=O)c1cccc2nsnc12)c1ccccc1 (centres undefined)	4	5	0	1.1	-9	3	15	1	-9
CCCCc1ncc(CN2CCC(n3nccc3NC(=O)c3ccccc3Cl)CC2)[nH]1	5	-1	-17	1.1	15	17	5	1.2	-10
COc1ccccc1N(C)S(=O)(=O)c1ccc(C(=O)OCC(=O)N2CCCCCC2)cc1	-5	17	5	0.93	-15	12	20	0.95	7
O=C(COc1ccccc1)Nc1ccc(F)cc1	8	-5	-4	1	1	31	12	1	-2
CCC(=O)NC(c1ccccc1OC)c1ccc2cccnc2c1O (centres undefined)	-20	20	7	0.99	8	16	33	0.93	1
CS(=O)(=O)Nc1ccccc1C(=O)NCc1ccccc1Cl	-4	-5	-2	1.2	-5	25	-12	1	-18
O=C(c1ccco1)N1CCN(S(=O)(=O)c2ccc(Br)cc2)CC1	10	-6	-9	1.1	-4	22	25	1.1	-6
CCOC(=O)Cc1csc(NC(=S)NC(=O)c2cc(OC)c(OC)c(OC)c2)n1	-3	27	2	0.96	-9	9	31	0.98	4
Cn1c(CNC(=O)c2ccco2)nnc1SCC(=O)Nc1ccccc1Cl	-15	6	-2	1.1	-5	13	-1	1	-6
CC1Cc2ccccc2N1c1nc(C2CC2)nc2c1nnn2Cc1ccccc1 (centres undefined)	4	15	4	0.99	6	32	17	0.96	1
O=C(Cc1coc(-c2ccc(F)cc2)n1)Nc1ccccc1	3	-4	4	0.97	6	34	-11	0.96	3
Cc1ccc(S(=O)(=O)N2CCN(C(=O)c3cccc(-n4cccc4)c3)CC2)cc1	12	11	-7	0.82	2	25	26	1.1	18
CCc1nc(SCc2nc3ccccc3[nH]2)c2oc3ccccc3c2n1	-3	10	1	0.96	7	43	40*	0.99	4
O=C(Nc1cc(N2CCOCC2)ncn1)NC1(C(F)(F)F)Oc2ccc(Cl)cc2O1 (centres undefined)	-7	14	-2	0.83	.	20	19	1	17
CCN(c1ccccc1)S(=O)(=O)c1ccc(C(=O)N2CCCC(C(F)(F)F)C2)cc1 (centres undefined)	19	0	1	1.1	6	8	2	0.99	-7
CCOCCCNC(=O)CCc1nnc2ccc(N3CCCCC3)nn12	0	0	6	1	-1	13	12	0.94	-2

Exported with values under each structure: part of the list above
Results follow in this order: Apaf-1 inh	TIM10 inh	mIAP inh	hIAP activ	ATG4B inh	NLRP3 yeast inh	tim10-1 inh	mIAP act	hIAP inh
CCCCNC(=O)C(NS(=O)(=O)c1cccc2nsnc12)c1ccccc1 (centres undefined)
→ 4	5	0	1.1	-9	3	15	1	-9
CCCCc1ncc(CN2CCC(n3nccc3NC(=O)c3ccccc3Cl)CC2)[nH]1
→ 5	-1	-17	1.1	15	17	5	1.2	-10

(more compounds)
SMILES	Apaf-1 inh	TIM10 inh	mIAP inh	hIAP activ	ATG4B inh	NLRP3 yeast inh	tim10-1 inh	mIAP act	hIAP inh
Cc1ccc(NC(=O)C2CC(=O)N(Cc3ccco3)C2)cc1 (centres undefined)	-6	5	-1	0.93	4	9	8	1	7
S=C(Nc1ccccc1)N1N=C(c2cccs2)CC1c1cccs1 (centres undefined)	8	30	5	0.85	-2	17	27	0.95	15
COc1ccc(CN2CC[C@H]3C=CC[C@@H](C(=O)NCCc4ccccc4)[C@H]3C2=O)cc1OC	-4	2	-10	0.95	4	9	0	1.1	5
CCn1c(C(C)NC(=O)c2ccc(Cl)cc2)n[nH]c1=S (centres undefined)	-5	-19	0	0.99	4	3	12	1	1
CCC1CCC/C1=N\NC(=O)CCC(=O)Nc1ccccc1Cl (centres undefined)	-5	15	11	0.89	-10	12	0	0.89	11
CN1C(=O)N(CC(=O)N2CCN(c3ccccc3F)CC2)C(=O)C12CCCCC2	2	-7	-1	0.97	-50	14	0	1	3
CCOCCOC(=O)c1cccc2c1-c1ccccc1C2=O	8	11	-1	0.87	9	5	15	1	13
O=C(N/N=C\c1cn[nH]c1-c1ccc(Cl)cc1)c1cccs1	-24	-28	13	1.7	3	4	-5	0.87	-65
Cc1ccc(NC(=O)CCN2C(=O)c3ccncc3C2=O)cc1	-5	-20	4	1	3	7	6	0.95	-3
Cc1nc(NC(=O)c2ccc([N+](=O)[O-])cc2Cl)sc1C(=O)N(C)C	-2	-5	15	0.86	-2	6	5	0.85	14
O=C(C1CCN(S(=O)(=O)c2c(Cl)cccc2Cl)CC1)N1CCCC1	1	-6	-6	0.95	9	9	24	1.1	4
CC(=O)Nc1ccc(Oc2ccc(-c3noc(C)n3)cc2)cc1	5	6	-6	0.97	-3	29	24	1.1	3
Cc1cc([N+](=O)[O-])ccc1NC(=O)Nc1ccc(F)cc1F	6	15	6	0.84	-1	47	22	0.94	16
O=C(NCC(c1ccco1)N1CCN(c2ccc(F)cc2)CC1)OCc1ccccc1 (centres undefined)	19	7	-9	1.1	8	-17	21	1.1	-7
COc1ccc(CN2CCNC(=O)C2CC(=O)N(C)Cc2ccon2)cc1OC (centres undefined)	-15	-7	0	0.81	9	-10	-2	1	18
COc1ccc(/C=N/Nc2nc(-c3ccc(Cl)cc3)cc(C(F)(F)F)n2)c(OC)c1	1	4	1	0.81	15	3	4	0.99	19
COc1ccc(-n2c(SCC(N)=O)nc3nc4c(cc3c2=O)COC(C)(C)C4)cc1	-3	1	-4	1.1	-4	15	10	1	-10
CCOc1ccc(-n2c(=S)sc3c(=O)[nH]c(SCC(=O)NCC4CCCO4)nc32)cc1 (centres undefined)	-7	-16	-4	0.9	12	25	12	1	10
O=C(NCCOCC(F)(F)C(F)F)c1cc(F)c(F)cc1Cl	1	-4	0	1.1	5	0	9	1	-11
N/C(=N\OC(=O)N1c2ccccc2Sc2ccccc21)c1ccc(Br)cc1	15	-9	-6	1	16	13	8	1.1	-1
CCOc1ccc(CNS(=O)(=O)c2ccc(-c3ccc(=O)[nH]n3)o2)cc1OC	4	-4	4	1.2	4	16	-3	0.96	-16
O=C(COC(=O)COc1ccccc1)Nc1ccc(Cl)cn1	8	12	-13	1	-12	7	19	1.1	-1
COc1ccc(Cl)cc1S(=O)(=O)N1CCCC1	-3	-2	-9	1.3	-7	-25	0	1.1	-34
CN(C)CC(=O)N1c2ccccc2CCc2ccc(NC(=O)c3ccc(N)cc3)cc21	4	7	0	1.1	7	15	1	1	-15
CC(=O)OCc1cc(=O)n(C)c(=O)n1C	-12	2	2	0.83	-4	-5	12	0.98	17
Cc1ccc(C)c2c1[nH]c1ccccc12	13	31	-1	1	-8	29	41*	1	-2
COc1cc2c(cc1OC)C(C)N(C(=O)c1cc3n(n1)C(C(F)(F)F)CC(c1ccco1)N3)CC2 (centres undefined)	5	19	-6	1.2	-17	15	22	1.1	-16
CCOc1ccc(NC(=O)CCC(=O)Nc2cc(OC)c(NC(=O)c3ccco3)cc2OC)cc1	-3	16	8	0.9	5	9	-13	0.92	10
CC1CC(=O)C2=C(C1)Nc1ncnn1C2c1ccccc1 (centres undefined)	6	-3	-1	1	9	5	1	1	-1
CCCn1c2c(c(O)c(C(=O)Nc3ccc(OC)cc3)c1=O)CCCC2	13	-1	9	0.96	0	2	9	0.91	4
CCCCc1nnc(NC(=O)CCN2C(=O)C3CC=CCC3C2=O)s1 (centres undefined)	0	13	-1	1	6	9	5	1	-4
O=C(Cc1ccccc1)Nc1ccc2c(c1)C(=O)N(CC1CCCO1)C2=O (centres undefined)	5	15	8	1.1	1	4	16	0.92	-11
